Screening data as filed in PubChem.
TEAD-YAP inh = TEAD-YAP interaction inhibition, primary screen, TEAD-YAP interaction inhibitor project, luminescence, HEK-TIYL cells | TEAD-Gal4/YAP UAS-luciferase luminescence | inhibition, % at 9.12 µM | 640,000 tested, 1.4% active | AID 1259422, 2018; in the data active = inhibition above about 32%;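 note: 0% = median of test compound wells and 100% = reference inhibitor wells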
MITF inh = MITF inhibitors, primary screen, biochemical, AlphaScreen, human. AID 1259374, 2018. Microphthalmia-associated transcription factor (Homo sapiens), O75030. AlphaScreen MITF homodimerization, bead proximity signal. inhibition, % at 2.6 µM. 650,000 tested, 0.91% active; in the data active = inhibition above about 50%;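 note: 0% = vehicle wells with protein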
Target sequence (O75030 whole entry, looked up): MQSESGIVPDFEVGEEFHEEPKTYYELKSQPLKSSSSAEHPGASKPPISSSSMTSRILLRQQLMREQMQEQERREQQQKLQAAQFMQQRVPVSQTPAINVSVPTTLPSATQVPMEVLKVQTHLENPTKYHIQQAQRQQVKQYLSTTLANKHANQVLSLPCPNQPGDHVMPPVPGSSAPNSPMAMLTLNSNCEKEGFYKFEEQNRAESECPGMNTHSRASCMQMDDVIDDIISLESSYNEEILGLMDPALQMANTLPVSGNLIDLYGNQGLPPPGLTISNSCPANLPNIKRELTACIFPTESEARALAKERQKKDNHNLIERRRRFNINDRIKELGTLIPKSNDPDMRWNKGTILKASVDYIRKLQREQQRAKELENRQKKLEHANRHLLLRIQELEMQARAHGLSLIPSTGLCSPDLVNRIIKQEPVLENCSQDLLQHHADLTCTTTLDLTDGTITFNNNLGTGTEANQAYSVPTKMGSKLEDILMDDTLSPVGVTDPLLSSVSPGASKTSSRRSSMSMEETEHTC
GPR151 ag = activators of human GPR151, primary screen, cell-based, PathHunter beta-arrestin, luminescence. activation, % at 11.2 µM. 650,000 tested, 1% active. PathHunter beta-arrestin GPR151 cells. G-protein coupled receptor 151 (Homo sapiens), Q8TDV0. AID 1508602, 2020; in the data active = activation above about 4.9%;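 note: 0% = median of compound wells and 100% = cells with positive control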
Target sequence (Q8TDV0 whole entry, looked up): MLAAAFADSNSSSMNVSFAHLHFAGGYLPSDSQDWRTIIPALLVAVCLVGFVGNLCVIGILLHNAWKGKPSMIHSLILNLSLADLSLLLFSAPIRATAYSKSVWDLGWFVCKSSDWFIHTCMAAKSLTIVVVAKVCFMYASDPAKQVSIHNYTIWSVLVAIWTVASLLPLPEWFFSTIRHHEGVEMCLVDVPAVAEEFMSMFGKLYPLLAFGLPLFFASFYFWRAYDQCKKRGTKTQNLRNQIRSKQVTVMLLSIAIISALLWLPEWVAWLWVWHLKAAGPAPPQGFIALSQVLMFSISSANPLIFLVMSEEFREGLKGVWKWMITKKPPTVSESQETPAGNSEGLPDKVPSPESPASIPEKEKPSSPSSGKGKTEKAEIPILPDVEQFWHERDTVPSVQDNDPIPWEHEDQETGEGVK
FBW7 activator = FBW7 E3 ligase activators, primary screen, biochemical, AlphaScreen, human; 650,000 tested, 0.13% active; AlphaScreen FBW7–phospho-cyclin E peptide binding, activator screen; AID 1259310, 2017; F-box/WD repeat-containing protein 7 (Homo sapiens), Q969H0; normalized activity (activation), % at 26.1 µM; in the data active = normalized activity above about 1.9%;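 note: purified mutant Fbw7 with reduced substrate affinity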
Active calls of the source: *; & = joins results of further samples; ! = not confirmed by another sample.

Each structure is followed by: TEAD-YAP inh	MITF inh	GPR151 ag	FBW7 activator
- C=CCNC(=O)C(=O)NCC1CCNCC1
→ -11	0	-1.4	-0.1
- Cc1ccc(CCNC(=O)c2sc(=S)n3c2[nH]c(=O)c2ccccc23)cc1
→ 18	14	-0.4	0.2
- COc1ccc(N/N=C(/Cl)C(C)=O)cc1
→ -3	-14	0.4	0.0
- Cc1cccc(C(=O)N2CCN3C(=O)[C@@H](CC(C)C)NC(=O)[C@H]3C2)c1
→ 8	15	0.1	0.1
- CC1(C)NC(=O)N(CCCCOc2cccc(Br)c2)C1=O
→ -1	-3	0.7	-0.3
- O=C(OCN1C(=O)c2ccccc2C1=O)c1ccccc1O
→ 4	6	-0.7	0.3
- O=C1CSC(=Nc2cccnc2)N1
→ 2	15	-1.7	0.1
- O=C(COc1ccc2ccccc2c1)NNC(=O)CN1C(=O)c2cccc3cccc(c23)C1=O
→ -6	3	-0.2	-0.1
- Cn1c(=O)n(Cc2ccccc2F)c(=O)c2c1nc1oc(-c3ccccc3)cn12
→ -3	-5	-2.0	0.6
- Nc1cccc(-c2cnn3c(N4CCN(c5ccccn5)CC4)ccnc23)c1
→ -4	-3	-0.1	0.0
- COc1cccc(C(=O)Nc2nnc(-c3ccc(Cl)cc3)o2)c1OC
→ -6	0	-1.1	-0.1
- COc1ccc(OCCSc2ncn[nH]2)cc1
→ -10	5	-9.7	-0.1
- CC(=O)Nc1ccc(S(=O)(=O)Nc2cc(Cl)ccc2Cl)cc1
→ -4	-4	0.9	0.0
- Fc1ccccc1COc1ccccc1CNCc1ccncc1
→ -4	12	-0.9	-0.1
- Cc1c(C(=O)N2CCN(c3ccccc3)CC2)sc2ncnc(N3CCC(C)CC3)c12
→ 2	1	1.5	0.0
- CSc1cccc(CN2CCN3C(=O)[C@H](Cc4ccc(Cl)cc4)NC(=O)[C@H]3C2)c1
→ -9	-27	-2.1	0.3
- Cc1[nH]c2ccc(F)cc2c1CCNC(=O)c1cccc([N+](=O)[O-])c1
→ -2	3	-0.3	-0.1
- Cc1ccc(C(=O)COC(=O)CNC(=O)CN2C(=O)c3cccc([N+](=O)[O-])c3C2=O)cc1
→ -3	-29	0.1	0.1
- CCOc1ccc(/C=C2\C(=O)NC(=O)N(c3ccccc3F)C2=O)cc1Cl
→ 7	5	-0.9	0.0
- O=C(CN(Cc1ccccc1)S(=O)(=O)c1ccc(Cl)cc1)N1CCCCCC1
→ 18	3	-0.4	0.1
- NS(=O)(=O)c1ccc(Nc2c3c(nc4ccccc24)CCCC3)cc1
→ 7	15	-1.9	0.2
- COc1cc2c(cc1OC)CN(S(=O)(=O)c1ccccc1)CC2
→ -3	3	0.1	0.0
- COc1ccccc1C1C(C(=O)OCC2CCCO2)=C(C)NC2=C1C(=O)CC(C)(C)C2 (stereo not given)
→ 5	-3	-0.2	0.1
- C1=CCC(CN2CCOc3ccc(CN4CCN(c5ncccn5)CC4)cc3C2)CC1 (stereo not given)
→ -5	0	2.1	0.1
- O=C(CCn1nnc2ccccc21)N/N=C\c1c(O)ccc2ccccc12
→ 19	19	2.0	-0.1
- NC(=O)c1ccc(-c2nc(NCc3ccccc3)c3ncn(Cc4ccc(C(F)(F)F)cc4)c3n2)cc1
→ 0	12	-1.8	0.0
- COc1cccc(NC(=O)CCN2CC(C)CC(C)C2)c1 (stereo not given)
→ 0	0	0.3	-0.2
- O=C(Nc1ccccc1Cl)N1CCC(CO)(CC2CCCCO2)CC1 (stereo not given)
→ -2	16	0.6	0.3
- COc1cccc2cc(C(=O)N(Cc3ccc(F)cc3)Cc3ccco3)c(=O)oc12
→ 3	1	1.0	0.1
- CCOC(=O)C(C)(C)N(Cc1ccc(Cl)cc1)S(=O)(=O)c1ccc(Cl)c([N+](=O)[O-])c1
→ 16	8	1.1	-0.1

14 compounds out of the list, arranged by formula weight, lowest first:
Each structure is followed by: TEAD-YAP inh	MITF inh	GPR151 ag	FBW7 activator
- C=CCNC(=O)C(=O)NCC1CCNCC1
→ -11	0	-1.4	-0.1
- COc1ccc(N/N=C(/Cl)C(C)=O)cc1
→ -3	-14	0.4	0.0
- Fc1ccccc1COc1ccccc1CNCc1ccncc1
→ -4	12	-0.9	-0.1
- Cc1[nH]c2ccc(F)cc2c1CCNC(=O)c1cccc([N+](=O)[O-])c1
→ -2	3	-0.3	-0.1
- Cc1cccc(C(=O)N2CCN3C(=O)[C@@H](CC(C)C)NC(=O)[C@H]3C2)c1
→ 8	15	0.1	0.1
- CC1(C)NC(=O)N(CCCCOc2cccc(Br)c2)C1=O
→ -1	-3	0.7	-0.3
- O=C(CCn1nnc2ccccc21)N/N=C\c1c(O)ccc2ccccc12
→ 19	19	2.0	-0.1
- O=C(Nc1ccccc1Cl)N1CCC(CO)(CC2CCCCO2)CC1 (stereo not given)
→ -2	16	0.6	0.3
- Nc1cccc(-c2cnn3c(N4CCN(c5ccccn5)CC4)ccnc23)c1
→ -4	-3	-0.1	0.0
- Cn1c(=O)n(Cc2ccccc2F)c(=O)c2c1nc1oc(-c3ccccc3)cn12
→ -3	-5	-2.0	0.6
- COc1cccc2cc(C(=O)N(Cc3ccc(F)cc3)Cc3ccco3)c(=O)oc12
→ 3	1	1.0	0.1
- Cc1c(C(=O)N2CCN(c3ccccc3)CC2)sc2ncnc(N3CCC(C)CC3)c12
→ 2	1	1.5	0.0
- Cc1ccc(C(=O)COC(=O)CNC(=O)CN2C(=O)c3cccc([N+](=O)[O-])c3C2=O)cc1
→ -3	-29	0.1	0.1
- O=C(COc1ccc2ccccc2c1)NNC(=O)CN1C(=O)c2cccc3cccc(c23)C1=O
→ -6	3	-0.2	-0.1

Following part:
Each structure is followed by: TEAD-YAP inh	MITF inh	GPR151 ag	FBW7 activator
- CCOC(=O)c1nc(-c2ccccc2)n(-c2ccccc2)n1
→ -1	-1	-0.7	-0.1
- COc1cn(CC(=O)NC2CCCC2)c(CN2CCCCCC2)cc1=O
→ 6	-10	0.9	-0.1
- CCOC(=O)c1c(C)oc(NC(=O)CSc2nnnn2C)c1C(=O)OCC
→ 1	8	1.4	0.5
- CC1=C(C(=O)OC(C)C)C(c2cccc([N+](=O)[O-])c2)C2=C(CC(c3cccs3)CC2=O)N1 (stereo not given)
→ 8	6	-2.2	0.1
- CC(=O)Nc1ccc(NC(=O)/C=N/O)cc1
→ 15	2	2.0	0.3
- COc1ccc(C(=O)CSc2ncccn2)c(OC)c1
→ -66	5	-0.4	0.0
- COP(=O)(OC)C(Nc1ccccc1)c1ccc(Cl)cc1 (stereo not given)
→ 5	13	0.2	-0.2
- CCCCN(CCCNC(=O)c1ccc(N2CCCC2=O)cc1)Cc1ccccc1
→ 7	9	-1.9	0.4
- CC1CC(C)CN(S(=O)(=O)c2ccc(C(=O)N=c3sc4cc(Cl)ccc4n3C)cc2)C1 (stereo not given)
→ 3	13	-0.4	-0.1
- c1ccc(Nc2cc(Nc3ccccc3)[nH]n2)cc1
→ -2	9	0.2	0.0
- COc1ccc(Cn2c(CO)cnc2SCc2cccc3ccccc23)cc1
→ -13	11	-1.0	-0.1
- N#Cc1nc(-c2cccs2)oc1N1CCN(Cc2ccccc2)CC1
→ -14	4	0.4	0.0
- CCCN(CCC)CCCNC(=O)Cc1c(C(=O)O)[nH]c2ccccc12
→ 11	10	-0.1	0.7
- CCOc1ccccc1Nc1nc(-c2sc(NC(C)=O)nc2C)cs1
→ -5	0	-0.8	-0.2
- CNC(=S)N1CCN(c2nccnc2NS(=O)(=O)c2ccc(Cl)cc2)CC1
→ 0	-4	0.5	-0.7
- CC1CN(c2oc(-c3cccs3)nc2S(=O)(=O)c2ccccc2)CC(C)O1 (stereo not given)
→ 1	-2	0.5	-0.1
- O=C(Nc1cccc(C(F)(F)F)c1)c1ccc(NC(=O)c2ccco2)cc1
→ -5	5	0.8	0.2
- N#Cc1cccc(S(=O)(=O)NC2CCCC2)c1
→ -6	-13	-1.7	-0.2
- Cc1cc(CN2CCCC(CNC(=O)C3(c4ccc(Cl)cc4)CC3)C2)n[nH]1 (stereo not given)
→ -8	2	0.3	0.0
- CCOC(=O)C1CCCN(Cc2ccc(OC)c(C)c2)C1 (stereo not given)
→ -5	27	-0.1	0.2
- CCCc1[nH]nc2c1C(c1ccc(-c3ccccc3)cc1)C(C#N)=C(N)O2 (stereo not given)
→ -2	0	0.2	0.1
- O=C(Nc1cccc(-c2nc3ccccc3o2)c1)c1cc([N+](=O)[O-])ccc1Cl
→ 27	-1	-0.5	0.5
- O=C(NNC(=O)c1ccc(Cl)c([N+](=O)[O-])c1)c1ccncc1
→ 11	-11	2.4	0.0
- CCOc1ccccc1C(=O)Nc1ccccc1
→ -6	-4	-1.1	0.4
- Cc1nc(C(C)NC2CCN(c3ccc(NC(=O)C4CCCC4)cc3)CC2)cs1 (stereo not given)
→ -9	4	2.5	0.1
- COc1cccc(C(=O)N2c3ccccc3N3C(c4c(C)c(Cl)c(C)c(Cl)c4C)=NON23)c1
→ -8	-5	0.5	1.6
- CC1Cc2cc(-c3csc(NC(=O)Cc4cccs4)n3)ccc2N1S(C)(=O)=O (stereo not given)
→ 57*	-2	-0.6	0.0
- CCOC(=O)c1oc2ccc(C=NCCO)c(Cl)c2c1C
→ -5	-2	0.9	0.0
- CCc1ccc(-n2c(=S)sc3c(=O)n(-c4ccc(F)cc4)c(SCc4ccccc4C)nc32)cc1
→ 8	-4	-1.1	0.0
- COCCNc1nc2c(c(=O)n(Cc3ccccc3F)c(=O)n2C)n1C
→ 0	18	4.3	0.1
- Cc1nc(N=Nc2ccc(S(=O)(=O)O)cc2S(=O)(=O)O)c(COP(=O)(O)O)c(C=O)c1O
→ 3	75*!	1.5&1.2	0.1&0.1
- O=C1CCCN1CCn1cnc2c(NCCO)nc(NCCN3CCOCC3)nc21
→ 1	-3	-1.4	0.0
- FC(F)(F)c1cccc(Nc2nc(-c3ccc(-c4ccccc4)cc3)cs2)c1
→ -6	-8	-1.8	0.3
- O=C(OCc1nc2ccccc2s1)c1ccc2c(c1)OCCO2
→ -16	-9	-2.9	-0.1
- Oc1ccc(Br)cc1C1Nc2ccccc2C(c2ccccc2)(c2ccccc2)O1 (stereo not given)
→ 4	1	-0.3	-0.1
- CC(=O)O/N=C/c1c(N2CCOCC2)n(C)c2ccccc12
→ 5	-3	-0.2	0.1
- COC(=O)c1ccc(NC(=O)C(C)N(c2ccc(C)c(C)c2)S(C)(=O)=O)cc1 (stereo not given)
→ -6	5	1.9	0.0
- Cc1c(C)n2c(SCc3ccccc3Cl)nnc2[nH]c1=O
→ -7	-2	0.8	0.0
- O=C(CCS(=O)(=O)C(Cl)Cl)NCc1ccccc1
→ 2	-18	-0.2	-0.1
- COc1ccc(CN2CCOc3ccc(C(C)(O)CN(C)C)cc3C2)c(Cl)c1OC (stereo not given)
→ 7	-5	-0.2	-0.3
- O=C(c1cc(F)c(F)c(F)c1F)N1CCN(C(=O)C2CCCO2)CC1 (stereo not given)
→ 0	-3	2.1	0.1
- O=C(CC1C(=O)NCCN1CCc1ccccc1)NCCN1CCOCC1 (stereo not given)
→ 3	-14	1.1	0.0
- CC(=O)Oc1ccc2c(=O)c(-c3ccccc3)coc2c1
→ -3	4	-7.4	-0.1
- CCCCNC(=O)CNC(=O)c1nn(-c2ccc(OC)cc2OC)c(=O)c2ccccc12
→ 2	8	0.0	0.0
- CCCCCn1c(SCC(=O)NCCc2ccccc2)nc2cc(C(=O)NCc3ccco3)ccc2c1=O
→ -4	-4	-0.6	-0.2
- Cc1nc(C)c(C(=O)Nc2cccc(Cl)c2)o1
→ 1	0	-0.8	0.1
- COc1ccc(C(=O)NC(c2ccc(C)cc2)c2cc(Cl)c3cccnc3c2O)cc1 (stereo not given)
→ 10	15	0.8	-0.1
- Cc1ccc2c(c1)c(=O)c1ccccc1n2CC(=O)Nc1cc(Sc2ccc(F)cc2)cc([N+](=O)[O-])c1
→ -5	12	-1.0	0.1
- Nc1ccc(Oc2ccc(Cl)c3ccccc23)c(Cl)c1
→ 2	4	11*	0.1
- COc1ccc(C2=NN(C(=O)CSc3nnc(CNC(=O)c4cccs4)n3Cc3ccccc3)C(c3ccc(OC)cc3)C2)cc1 (stereo not given)
→ -6	6	0.2	0.1
- CCCCc1ccc(C2=N/C(=C\c3cc(OC)ccc3OC)C(=O)O2)cc1
→ -1	10	0.2	0.0
- CC(Cc1ccccc1)NC(=O)c1cccc([N+](=O)[O-])c1 (stereo not given)
→ -21	9	-0.9	-0.2
- O=C(Nc1ccccc1)Nn1cnnc1
→ -6	-7	-0.1	0.1
- CC1(C)CC(=O)c2cc(C(=O)Nc3ccccc3)c(=O)n(-c3ccccc3)c2C1
→ 10	23	0.2	0.5
- O=C(Nc1cccnc1)c1csc2nc(-c3ccccc3)cn12
→ -16	-10	1.9	-0.6
- CCCCn1c(CNC(=O)c2ccc(OC)cc2)nnc1SC(C)C(=O)Nc1sc2c(c1C(=O)OCC)CCC2 (stereo not given)
→ 6	1	0.4	0.0
- Brc1ccc2c3c(cccc13)-c1nc3ccccc3nc1-2
→ 2	-15	2.0	0.1
- Cc1cccc2c1nc1s/c(=C\C=C\c3ccccc3)c(=O)n12
→ 3	5	-0.9	0.0
- CCOC(=O)Cn1nc(-c2ccc(F)cc2)oc1=O
→ 7	3	0.3	0.0
- O=C(CN1CCN(c2nc(-c3ccc(F)cc3)cs2)CC1)N1CCOCC1
→ 2	17	-0.5	-0.1
